# High-throughput results: PubChem, several laboratories
# Rv3671c inh: inhibitors of M. tuberculosis serine protease Rv3671c | P9WHR9 | inhibition, % at 5.96 µM | 320,000 compounds, 0.048% hits | AID 2606; in the data active = inhibition above about 38%;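 note: extracellular domain of Rv3671c used as enzyme; 0% = enzyme with DMSO and 100% = no enzyme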
# 3CLpro inhibitor: SARS-CoV 3CLpro protease inhibition; P0C6X7; recombinant SARS-CoV 3CLpro, quenched FRET peptide cleavage; inhibition, % at 6 µM; 290,000 compounds, 0.14% hits; in the data active = inhibition above about 12%
# MazF activator: MazEF (E. coli) toxin RNase activation; P0AE70; FAM/BHQ RNA-DNA oligo cleavage fluorescence, 5 h; activation, % at 20 µM; 350,000 compounds, 0.32% hits; AID 504720; in the data active = activation above about 50%
# Target sequence (P0AE70 whole entry, looked up): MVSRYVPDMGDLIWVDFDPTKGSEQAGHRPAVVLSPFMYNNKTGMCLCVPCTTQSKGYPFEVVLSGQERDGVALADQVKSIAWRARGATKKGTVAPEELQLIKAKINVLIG
# BioA inh: inhibitors of Mycobacterium tuberculosis BioA enzyme. 360,000 compounds, 0.096% hits. purified M. tuberculosis BioA enzyme, plate reader. inhibition, % at 9.99 µM; in the data active = inhibition above about 40%
# Mtb FBA inh: inhibits M. tuberculosis FBA enzyme | P9WQA3 | purified M. tuberculosis FBA, fluorescence read-out | inhibition, % at 1 µM | 360,000 compounds, 2.3% hits; in the data active = inhibition above about 27%;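 note: 0% = vehicle and 100% = reference inhibitor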
# Target sequence (P9WQA3 whole entry, looked up): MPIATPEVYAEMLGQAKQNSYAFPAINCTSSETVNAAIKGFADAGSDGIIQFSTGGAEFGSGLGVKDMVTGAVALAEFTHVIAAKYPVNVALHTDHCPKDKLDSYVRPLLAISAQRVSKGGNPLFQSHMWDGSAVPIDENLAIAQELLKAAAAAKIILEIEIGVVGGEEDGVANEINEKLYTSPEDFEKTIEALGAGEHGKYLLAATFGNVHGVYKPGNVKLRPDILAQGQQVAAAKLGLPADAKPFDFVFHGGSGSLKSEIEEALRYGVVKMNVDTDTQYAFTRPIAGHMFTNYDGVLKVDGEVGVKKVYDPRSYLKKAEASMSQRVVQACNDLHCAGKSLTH
# SSB-PriA inh: K. pneumoniae PriA-SSBct interaction inhibition | inhibition, % at 33 µM | AlphaScreen SSBct-PriA binding, biotinylated peptide | AID 1272365 | 430,000 compounds, 0.6% hits; in the data active = inhibition mostly above about 37%, no sharp cut-off; inactive = mostly below about 20%;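 note: plate controls were negative control peptide for no effect and reference peptide for full effect; strong numbers were not always called active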
# GDH-TPI counter: counter-screen for M. tuberculosis FBA inhibitors: GDH-TPI coupled enzymes; GDH-TPI coupled enzyme counterscreen, NADH absorbance; inhibition, % at 4.8 µM; 360,000 compounds, 1.2% hits; in the data active = inhibition above about 30%;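 note: 0% = DMSO wells and 100% = wells lacking the enzyme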
# VHR inh abs: inhibitors of human VHR1 phosphatase (DUSP3) | P51452 | recombinant VHR phosphatase, pNPP absorbance | inhibition, % at 13.3 µM | 290,000 compounds, 0.52% hits; in the data active = inhibition above about 50%; note: some compounds called inactive have numbers as strong as hits
# Mtb UGM inh: Mtb UDP-galactopyranose mutase inhibition; P9WIQ1; purified UGM, fluorescence polarization probe displacement; inhibition, % at 10 µM; 320,000 compounds, 0.06% hits; in the data active = inhibition above about 10%, passing the limit was not always enough
# Target sequence (P9WIQ1 whole entry, looked up): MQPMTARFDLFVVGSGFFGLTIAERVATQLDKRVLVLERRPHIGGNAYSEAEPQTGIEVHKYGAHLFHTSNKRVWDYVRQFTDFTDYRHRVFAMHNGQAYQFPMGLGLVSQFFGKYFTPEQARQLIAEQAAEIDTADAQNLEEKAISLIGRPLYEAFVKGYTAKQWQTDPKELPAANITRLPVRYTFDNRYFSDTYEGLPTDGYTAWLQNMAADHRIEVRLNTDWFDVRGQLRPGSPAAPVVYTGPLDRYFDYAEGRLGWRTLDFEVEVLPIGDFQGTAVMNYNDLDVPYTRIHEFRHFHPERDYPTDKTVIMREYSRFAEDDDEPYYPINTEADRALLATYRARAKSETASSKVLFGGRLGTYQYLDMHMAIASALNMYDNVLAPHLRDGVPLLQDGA
# BH1578 lux ind: quorum light induction in luxS cqsA deficient V. cholerae | V. cholerae BH1578 lux reporter, luminescence, 6 h | 350,000 compounds, 0.16% hits | activation, % at 18.7 µM; in the data active = activation mostly above about 9.7%, no sharp cut-off; note: not every result past the cut was called active; inactives centre near 0; reference of the scale not given here
# The depositor's hits bear a star; i = inactive; . = not tested or not shown. This is a subset; count on the stated rates, not on these rows.
# Start of the data: the first 12 records (preview)
# Results follow in this order: Rv3671c inh	3CLpro inhibitor	MazF activator	BioA inh	Mtb FBA inh	SSB-PriA inh	GDH-TPI counter	VHR inh abs	Mtb UGM inh	BH1578 lux ind
CCn1cc(C(=O)N2CCc3ccccc32)c(=O)c2cc(S(=O)(=O)N(C)C3CCCCC3)ccc21
  -3	0	-1	.	3	-7	14	-11	-1.8	-0.1
Cn1cccc1/C=C1\Cc2ccccc2C1=O
  -8	-5	-12	-2.5	-18	-1	12	33	3.1	-4.2
COc1cccc(C2NC(=O)NC(C)=C2C(=O)OCCSC)c1OC (configuration not stated)
  1	0	-3	0.4	1	-9	-8	.	0.4	i
O=C(CSc1ccc(F)cc1)N1CCOCC1
  -3	-1	8	1.1	2	-21	-3	21	-0.6	-1.9
Cc1nc2c(sc(=S)n2Cc2ccco2)c(=O)n1CC(=O)Nc1ccccc1Cl
  -8	1	-14	-2.6	4	27	16	13	3.7	-0.3
CSCCC(NC(=O)c1ccco1)C(=O)OC(C)C(=O)NC(=O)NC1CCCCC1 (configuration not stated)
  -25	0	6	0.3	-11	1	-6	10	0.8	3.2
CC1CC(C)CN(CCCNC(=O)C2CCC(=O)N2C2CCCC2)C1 (configuration not stated)
  -13	-1	-10	-1.1	1	-1	6	27	1.7	i
CC(C)CC1CC(=O)OC1(C)C(=O)CSc1nc2ccccc2s1 (configuration not stated)
  -1	1	4	0.3	5	-23	8	13	1.5	i
O=C(c1c(F)cccc1F)N1CCN(CCOc2ccccc2)CC1
  -2	2	15	2.7	-1	6	-3	18	0.3	i
Cc1ccccc1NS(=O)(=O)c1ccc(C(=O)NCCCN2CCOCC2)cc1
  8	.	-4	.	2	4	7	.	2.5	-1.9
Cc1c(NC(=O)C(C)OC(=O)CNC(=O)c2ccc(C(C)(C)C)cc2)c(=O)n(-c2ccccc2)n1C (configuration not stated)
  2	-2	4	-1.4	1	-15	-2	-7	0.8	6.7
Cc1ccccc1C(=O)Nc1cccc(NC(=O)c2ncn[nH]2)c1
  1	1	6	.	2	6	-5	-15	-3.2	-2.9

# Results, from the start:
# Results follow in this order: Rv3671c inh	3CLpro inhibitor	MazF activator	BioA inh	Mtb FBA inh	SSB-PriA inh	GDH-TPI counter	VHR inh abs	Mtb UGM inh	BH1578 lux ind
CCn1cc(C(=O)N2CCc3ccccc32)c(=O)c2cc(S(=O)(=O)N(C)C3CCCCC3)ccc21
  -3	0	-1	.	3	-7	14	-11	-1.8	-0.1
Cn1cccc1/C=C1\Cc2ccccc2C1=O
  -8	-5	-12	-2.5	-18	-1	12	33	3.1	-4.2
COc1cccc(C2NC(=O)NC(C)=C2C(=O)OCCSC)c1OC (configuration not stated)
  1	0	-3	0.4	1	-9	-8	.	0.4	i
O=C(CSc1ccc(F)cc1)N1CCOCC1
  -3	-1	8	1.1	2	-21	-3	21	-0.6	-1.9
Cc1nc2c(sc(=S)n2Cc2ccco2)c(=O)n1CC(=O)Nc1ccccc1Cl
  -8	1	-14	-2.6	4	27	16	13	3.7	-0.3
CSCCC(NC(=O)c1ccco1)C(=O)OC(C)C(=O)NC(=O)NC1CCCCC1 (configuration not stated)
  -25	0	6	0.3	-11	1	-6	10	0.8	3.2
CC1CC(C)CN(CCCNC(=O)C2CCC(=O)N2C2CCCC2)C1 (configuration not stated)
  -13	-1	-10	-1.1	1	-1	6	27	1.7	i
CC(C)CC1CC(=O)OC1(C)C(=O)CSc1nc2ccccc2s1 (configuration not stated)
  -1	1	4	0.3	5	-23	8	13	1.5	i
O=C(c1c(F)cccc1F)N1CCN(CCOc2ccccc2)CC1
  -2	2	15	2.7	-1	6	-3	18	0.3	i
Cc1ccccc1NS(=O)(=O)c1ccc(C(=O)NCCCN2CCOCC2)cc1
  8	.	-4	.	2	4	7	.	2.5	-1.9
Cc1c(NC(=O)C(C)OC(=O)CNC(=O)c2ccc(C(C)(C)C)cc2)c(=O)n(-c2ccccc2)n1C (configuration not stated)
  2	-2	4	-1.4	1	-15	-2	-7	0.8	6.7
Cc1ccccc1C(=O)Nc1cccc(NC(=O)c2ncn[nH]2)c1
  1	1	6	.	2	6	-5	-15	-3.2	-2.9
CCOC(=O)C=Cc1ccc(C(=O)OCC)[nH]1
  .	.	5	0.1	-5	.	46*	.	.	-4.5
CC1C(=O)CCN(C(C)(C)C)C1C (configuration not stated)
  8	-2	2	-2.0	0	0	7	23	0.0	-0.5
COc1ccc(CNS(=O)(=O)c2ccc(-c3ccc(=O)[nH]n3)o2)cc1
  -2	0	8	-1.2	-2	-7	10	8	2.5	i
CC(=O)Nc1nc(-c2cccc3ccccc23)cs1
  -1	4	0	-0.4	5	9	8	17	-0.7	-0.6
CC(=O)Nc1ccc(S(=O)(=O)NCC(=O)OCC(=O)N2CCN(c3ccccc3)CC2)cc1
  -1	2	-5	.	2	-12	4	-13	-1.2	-0.3
CCOc1ccccc1OCCCC(=O)NC1=NCCS1
  -2	-2	-5	-1.0	-1	-14	9	-10	-0.2	-4.8
CN(C)S(=O)(=O)c1cccc(C(=O)Nc2ccccc2C(=O)NC2CC2)c1
  -3	.	6	-2.0	-1	-11	1	.	1.6	i
CC(C)(C)c1ccc(OCC(O)CN2CCc3ccccc3C2)cc1 (configuration not stated)
  3	.	-4	0.1	-1	-10	10	.	-2.1	0.5
CS(=O)(=O)NCCC1=CCCCC1
  1	3	-4	-0.1	-1	1	-8	-11	-0.3	9.1
CC(=O)N(C)c1ccc(NC(=O)c2ccco2)cc1
  0	0	8	-4.1	-3	7	4	-6	1.6	-14
O=C(/C=C/c1ccco1)Nc1ccc2c(c1)OCCO2
  6	5	-2	.	-3	14	12	8	-0.8	i
O=S(=O)(NCCc1ccccc1)c1ccc(F)cc1Br
  .	.	3	0.7	1	-21	-12	.	.	0.4
Cc1cc(C)cc(C(=O)NCC(=O)NCc2ccc(S(N)(=O)=O)cc2)c1
  .	-5	2	-1.5	1	2	-10	-10	-3.3	i
COc1ccc(S(=O)(=O)NCC2CCC(C(=O)NCC(OC)OC)CC2)cc1 (configuration not stated)
  -5	4	-8	.	1	-9	13	25	-3.8	-1.6
C/C(=N\NC(=O)c1cccc(S(=O)(=O)N2CCCC2)c1)c1ccc(F)cc1
  7	.	-1	8.4	3	.	-4	.	-1.4	-2.8
Cc1ccc(-c2nc3c(c(=O)c4ccccc4n3C)c(=O)n2-c2ccc(F)cc2)cc1
  -5	-6	8	.	0	5	6	22	3.5	i
COc1ccc(N=C2S/C(=C\c3cc(C)n(C)c3C)C(=O)N2CC(C)C)cc1
  -1	6	1	0.1	0	23	12	5	1.5	-11
O=C/C=C/c1coc2ccc3ccccc3c2c1=O
  -3	2	-36	.	.	1	.	5	-1.3	.
C/C(CCN1CCCCc2nc(C)c(C)cc21)=N\O[C@H](C)c1cn([C@H](CO)Cc2ccccc2)nn1
  -4	1	.	.	.	.	.	1	0.7	.
Cc1cc(-n2c(C)cc(C(=S)N3CCOCC3)c2C)ccc1Br
  10	-4	2	.	0	12	0	-2	2.3	-0.3
CCCC(c1nnnn1CCOC)N1CCN(Cc2ccccc2)CC1 (configuration not stated)
  -10	-1	3	-0.2	2	-7	9	9	1.2	i
CCOc1ccc(C2C=C(c3ccccc3)Nc3nnnn32)cc1 (configuration not stated)
  -6	4	3	0.6	5	-10	12	23	-5.9	-0.4
O=C(NCc1ccccc1)c1cc(-c2cccc(O)c2)on1
  -1	3	5	-1.5	1	-9	2	7	-0.2	-0.2
COc1ccccc1C1CCN(C(=O)c2cccc([N+](=O)[O-])c2)CC1
  -3	-1	0	.	-4	15	-9	-15	-0.2	-0.7
CCCCn1c(N)c(N(CCOC)C(=O)COC(=O)C(C)(C)Oc2ccc(Cl)cc2)c(=O)[nH]c1=O
  -1	.	-3	-3.1	-2	-10	1	.	1.8	-1.5
CSCCC(C(=O)OC1CCOC1=O)N1C(=O)c2ccccc2C1=O (configuration not stated)
  2	-1	4	2.4	-2	-11	-1	33	-0.4	i
O=C(NC(C(=O)N/N=C/c1ccncc1)c1n[nH]c(=O)c2ccccc12)c1ccccc1 (configuration not stated)
  -3	1	7	.	0	.	0	-13	-1.6	i
O=C(COc1ccc(Br)cc1)N1CCN(Cc2c[nH]c3ccccc23)CC1
  2	1	0	-0.5	0	12	7	7	-2.7	i
O=C(NCC1COc2ccccc2O1)C1C2C=CC3(CN(Cc4ccccc4Cl)C(=O)C13)O2 (configuration not stated)
  -3	-1	5	0.3	1	1	2	16	0.1	-0.4
Cc1cc(C)n(-c2nc3ccccc3nc2N2CCN(S(=O)(=O)c3cccc(C#N)c3)CC2)n1
  1	7	11	1.4	2	-20	0	31	0.3	-0.1
O=[N+]([O-])c1ccc(S(=O)(=O)Nc2ccncc2)cc1
  6	-1	1	0.4	1	-12	-3	26	0.5	i
COC(=O)C1(C)NC(c2ccc(O)cc2)C2C(=O)N(c3ccccc3)C(=O)C21 (configuration not stated)
  -1	1	7	0.1	1	-6	5	2	1.6	-0.4
Cc1nc2ccc(Br)cn2c1C(=O)N/N=C\c1ccccc1[N+](=O)[O-]
  6	3	10	.	0	.	15	31	1.9	-0.4
O=C(COc1ccccc1)Nc1nc(-c2ccncc2)cs1
  0	-2	5	-0.5	2	-7	10	-9	1.1	i
CC1(C)C[C@@H]1C(=O)N/C(=C\CCCCSC[C@H](N)C(=O)O)C(=O)O
  -3	.	-4	0.4	-3	-9	4	.	1.8	i
COc1ccc(-n2nc3c(c2NC(=O)c2ccccc2S(=O)(=O)C(F)F)CS(=O)(=O)C3)cc1
  2	3	1	-0.7	-4	-4	-9	18	0.0	-0.4
CC(C)CCn1c(N2CCOCC2)nc2c1c(=O)n(CC(N)=O)c(=O)n2C
  -6	4	6	-1.0	1	-14	-3	-14	0.4	-0.3
C=C1N(C)c2cc([N+](=O)[O-])c(N)cc2C1(C)C
  12	-2	-4	.	-10	35	2	6	2.2	-0.2
CN(CC(=O)Nc1ccccc1C(=O)Nc1ccccc1)C1CCCCC1
  -3	.	7	0.8	-2	-1	2	.	-2.0	-0.6
Cc1sc2ncnc(NCC(C)(C)N3CCOCC3)c2c1C
  -2	5	2	.	0	-21	8	27	-2.2	-0.8

# Two compounds picked at random from those above, as already listed:
# Results follow in this order: Rv3671c inh	3CLpro inhibitor	MazF activator	BioA inh	Mtb FBA inh	SSB-PriA inh	GDH-TPI counter	VHR inh abs	Mtb UGM inh	BH1578 lux ind
C/C(CCN1CCCCc2nc(C)c(C)cc21)=N\O[C@H](C)c1cn([C@H](CO)Cc2ccccc2)nn1
  -4	1	.	.	.	.	.	1	0.7	.
Cc1c(NC(=O)C(C)OC(=O)CNC(=O)c2ccc(C(C)(C)C)cc2)c(=O)n(-c2ccccc2)n1C (configuration not stated)
  2	-2	4	-1.4	1	-15	-2	-7	0.8	6.7
